Screening data (PubChem BioAssay)
PAD4 FP inh – human PAD4 inhibitors, primary screen, biochemical, fluorescence polarization, 1536-well format | Protein-arginine deiminase type-4 (Homo sapiens), Q9UM07 | recombinant PAD4, RCA probe fluorescence polarization | inhibition, % at 6.36 µM | actives 0.41% (n = 330,000) | AID 485272, 2010;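 active = percent inhibition above a cutoff equal to the mean of all tested compounds plus 3 SD, cut at about 15% in these data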;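 also: 0% = PAD4 with RCA probe and DMSO and 100% = probe without PAD4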
Target sequence (Q9UM07 whole entry, looked up): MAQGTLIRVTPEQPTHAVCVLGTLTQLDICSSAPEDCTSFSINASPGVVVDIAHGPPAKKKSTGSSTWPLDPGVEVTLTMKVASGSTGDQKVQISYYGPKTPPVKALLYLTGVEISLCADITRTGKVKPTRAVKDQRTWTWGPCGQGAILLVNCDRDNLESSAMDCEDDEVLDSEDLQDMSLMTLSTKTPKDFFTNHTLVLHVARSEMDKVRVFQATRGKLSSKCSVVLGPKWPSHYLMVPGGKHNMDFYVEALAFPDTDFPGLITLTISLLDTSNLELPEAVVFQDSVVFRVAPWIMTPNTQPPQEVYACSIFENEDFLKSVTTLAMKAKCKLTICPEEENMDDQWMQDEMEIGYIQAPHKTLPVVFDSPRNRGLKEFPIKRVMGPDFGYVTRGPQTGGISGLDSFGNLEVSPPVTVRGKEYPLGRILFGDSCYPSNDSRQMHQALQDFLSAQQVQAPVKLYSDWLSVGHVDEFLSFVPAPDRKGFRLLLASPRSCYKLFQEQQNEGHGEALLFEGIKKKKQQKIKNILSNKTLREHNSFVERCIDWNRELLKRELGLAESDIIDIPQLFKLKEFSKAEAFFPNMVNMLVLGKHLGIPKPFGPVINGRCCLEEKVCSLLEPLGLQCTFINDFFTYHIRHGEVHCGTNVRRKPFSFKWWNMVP
PAFAH1B2 inh – PAFAH1B2 enzyme inhibitors, primary screen, biochemical, fluorescence polarization, human. recombinant PAFAH1B2, FP-rhodamine activity probe. inhibition, % at 3.39 µM. actives 1.2% (n = 340,000);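 active = inhibition above the mean of all tested compounds plus 3 SD, cut at about 24% in these data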;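 also: 0% = enzyme with DMSO and 100% = wells lacking PAFAH1B2; many of its hits are not listed in these tables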
GSTO1 counter – inhibitors of recombinant GSTO1, primary screen, counter-screen for RBBP9 inhibitor project, biochemical, fluorescence polarization; Glutathione S-transferase omega-1 (Homo sapiens), P78417; inhibition, % at 5.96 µM; actives 1.1% (n = 300,000); AID 1974, 2009; activity-based probe fluorescence polarization;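 active = inhibition above the campaign mean inhibition plus 3 SD, cut at about 35% in these data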;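 also: 0% = GSTO1-1 with DMSO and 100% = wells lacking GSTO1-1 enzyme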
LYPLA2 inh – LYPLA2 inhibitors, primary screen, counter-screen for PME1 inhibitor project, biochemical, fluorescence polarization, FP-Rh probe ABPP; recombinant LYPLA2; inhibition, % at 5.9 µM; actives 0.38% (n = 320,000); AID 2177, 2009;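 active = inhibition above the screen-wide mean plus 3 SD, limit set per campaign, cut at about 26% in these data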;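 also: 0% = LYPLA2 with DMSO and 100% = wells lacking LYPLA2 enzyme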
PAFAH2 inh – PAFAH2 enzyme inhibitors, primary screen, biochemical, fluorescence polarization, human. recombinant PAFAH2, FP-rhodamine activity probe. actives 0.99% (n = 340,000). inhibition, % at 3.39 µM. Platelet-activating factor acetylhydrolase 2, cytoplasmic (Homo sapiens), Q99487;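 active = inhibition above the mean over all tested compounds plus 3 SD, cut at about 30% in these data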;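 also: inhibitors block probe labeling of enzyme so polarization drops; 0% = enzyme with DMSO and 100% = wells lacking PAFAH2 protein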
PAFAH1B3 FP inh – PAFAH1B3 enzyme inhibitors, primary screen, biochemical, fluorescence polarization, human; inhibition, % at 3.39 µM; Platelet-activating factor acetylhydrolase IB subunit alpha1 (Homo sapiens), Q15102; recombinant PAFAH1B3, FP-rhodamine probe; actives 0.28% (n = 340,000);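 active = inhibition above the screen-wide average of all tested compounds plus 3 SD, cut at about 25% in these data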;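 also: 0% = enzyme with DMSO only and 100% = wells lacking PAFAH1B3 protein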
Target sequence (Q15102 whole entry, looked up): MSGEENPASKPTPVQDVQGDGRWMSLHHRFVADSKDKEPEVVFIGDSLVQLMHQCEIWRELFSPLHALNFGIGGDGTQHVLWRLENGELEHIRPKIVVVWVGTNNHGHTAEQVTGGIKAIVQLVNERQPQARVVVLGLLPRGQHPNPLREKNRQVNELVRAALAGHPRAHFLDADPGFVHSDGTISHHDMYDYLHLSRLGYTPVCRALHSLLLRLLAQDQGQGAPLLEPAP
pPAFAH inh – pPAFAH enzyme inhibitors, primary screen, biochemical, fluorescence polarization, human; AID 463082, 2010; Platelet-activating factor acetylhydrolase (Homo sapiens), Q13093; inhibition, % at 3.39 µM; actives 1.5% (n = 330,000); recombinant pPAFAH, FP-rhodamine probe fluorescence polarization;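 active = inhibition above the mean inhibition across the screen plus 3 SD, cut at about 25% in these data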;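 also: inhibitors block binding of the rhodamine activity-based probe so polarization drops; 0% = enzyme with DMSO and 100% = wells lacking pPAFAH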
LYPLA1 inh – LYPLA1 inhibitors, primary screen, counter-screen for PME1 inhibitor project, biochemical, fluorescence polarization, FP-Rh probe ABPP | AID 2174, 2009 | recombinant LYPLA1 | inhibition, % at 5.9 µM | actives 0.16% (n = 320,000) | Acyl-protein thioesterase 1 (Homo sapiens), O75608;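 active = inhibition above the mean of all tested compounds plus 3 SD, set per campaign, cut at about 14% in these data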;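 also: inhibitors block serine hydrolase probe labeling of LYPLA1 so polarization falls; 0% = enzyme with DMSO and 100% = wells lacking LYPLA1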
PREPL inhibitor – PREPL enzyme inhibitors, primary screen, biochemical, fluorescence polarization; actives 0.68% (n = 320,000); inhibition, % at 5.96 µM; recombinant PREPL, fluorescence polarization activity-based probe; Prolyl endopeptidase-like (Homo sapiens), Q4J6C6; in the data active = inhibition above about 43%;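 also: 0% = enzyme with DMSO and 100% = wells lacking enzyme; many of its hits are not listed in these tables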
* marks the source's active call; other numbers are inactive results; · = no result given. Some of the compounds tested. The share of hits here may be higher or lower than overall.

SMILES | PAD4 FP inh | PAFAH1B2 inh | GSTO1 counter | LYPLA2 inh | PAFAH2 inh | PAFAH1B3 FP inh | pPAFAH inh | LYPLA1 inh | PREPL inhibitor
Cc1c(Cl)c(C(=O)NNC(=S)Nc2ccccc2)nn1C | 6 | 2 | 11 | 0 | 5 | 9 | 3 | -1 | 2
C[C@@H]1COC(=O)[C@@H](CC(=O)OC(C)(C)C)C/C=C\C[C@@H](CC(=O)NCCO)C(=O)N1 | -1 | 8 | · | · | 4 | 10 | -4 | · | -4
COc1ccc(C(=O)Nc2sc(C)c(C)c2CN2CCOCC2)cc1 | -2 | 2 | 11 | -7 | 6 | 1 | 0 | 1 | 4
CCOC(=O)C(=O)N=Nc1c(O)[nH]c2ccccc12 | -3 | 0 | 2 | -1 | -5 | 5 | 4 | 1 | 3
CCc1nc2n[nH]c(N)c2c2c1CSC(C)(C)C2 | 3 | 8 | -5 | 7 | 0 | -1 | 2 | 0 | -1
CC1CN(CC(O)COCc2ccc3c(c2)OCO3)CC(C)O1 (centres undefined) | 4 | -4 | -1 | -3 | -3 | 7 | 2 | -1 | 0
CCOC(=O)C1CCCN(C(=O)c2ccc(OCC)cc2)C1 (centres undefined) | -1 | 1 | 0 | -10 | 0 | 7 | 6 | 1 | 8
CCC(c1nnnn1Cc1ccco1)N(CCc1ccccc1)Cc1cc2cc(C)ccc2[nH]c1=O (centres undefined) | -7 | 10 | -8 | -10 | 2 | -1 | 14 | -5 | -1
COc1ccc(Nc2nc(-c3ccc4c(c3)NC(=O)CO4)cs2)cc1 | 2 | -2 | 3 | 5 | 3 | 6 | 30* | 0 | 30
CCC(C)n1c(-c2ccco2)nc2nc3ccccc3nc21 (centres undefined) | -20 | · | -3 | -6 | · | · | 6 | -6 | -19
O=C(CNC(=O)c1ccc2c(c1)OCCO2)N/N=C/c1ccco1 | -3 | 4 | -4 | 5 | 6 | 15 | 3 | 2 | -3
O=C(O)CCCNC(=O)c1cccc(C(=O)NCCCC(=O)O)n1 | 3 | -2 | 2 | -2 | 0 | 1 | 2 | -1 | -5
COc1ccc(NC(=O)C2CCCN(S(=O)(=O)c3cccc4cccnc34)C2)c(OC)c1 (centres undefined) | -4 | 5 | 2 | 4 | 0 | 5 | -2 | 2 | 11
COc1ccc(NS(=O)(=O)c2cc(-c3nnnn3C)ccc2OC)cc1 | 5 | 6 | 6 | -2 | 2 | 7 | 5 | 3 | 5
COCCNC(=O)/C(C#N)=C/C(C)=C/c1ccccc1 | -3 | -9 | 2 | -3 | -4 | 17 | 1 | 0 | 2
COC(=O)c1sccc1-n1cccc1C(=O)C(=O)N1CCOCC1 | 0 | 6 | 11 | 4 | -5 | 13 | 3 | 2 | 29
CCOC(=O)C1CCN(Cc2cn[nH]c2-c2ccccc2)CC1 | 0 | 1 | 1 | 2 | 2 | 7 | 1 | -1 | 17
COc1cccc(/C=N/NC(=O)c2nc(-c3ccccc3)cc(-c3ccccc3)n2)c1 | -2 | -16 | 1 | -10 | -36 | -17 | 0 | -11 | -14
CCN(CC(=O)NCc1ccc(F)cc1)C(=O)CN1CCN(c2cc(Cl)ccc2C)CC1 | 3 | -2 | 3 | 4 | 4 | 10 | 6 | 2 | 11
COc1ccc(-n2c(C)c(C)c3c(NCCCN(C)C)ncnc32)cc1 | -2 | 0 | -4 | -2 | 4 | -2 | 0 | 0 | 11
CC(C)(C)C1CCC(=NNC(=O)c2cc(-c3ccccc3)n[nH]2)CC1 (centres undefined) | 0 | 2 | -1 | -10 | 7 | 12 | -9 | -5 | 9
O=C(Nc1ccccc1N1CCOCC1)c1cccc([N+](=O)[O-])c1 | -4 | 3 | -2 | -2 | 5 | 4 | 1 | 0 | 4
Cc1cc(C)cc(C(=O)NC(CC(N)=O)c2ccc(N3CCC(N4CCCCC4)CC3)c([N+](=O)[O-])c2)c1 (centres undefined) | -1 | -2 | -10 | -3 | 1 | 3 | -5 | 2 | 4
COCCNC(=O)/C(C#N)=C/c1ccc(SC)cc1 | -5 | · | -2 | -2 | · | · | 4 | -1 | -7
Cc1nnc(Sc2nc3c(c(=O)n(C)c(=O)n3C)n2Cc2ccccc2Cl)s1 | -4 | 4 | 0 | 7 | 15 | -1 | 0 | 2 | 0

13 compounds from above, sorted by molar mass, largest number first:
SMILES | PAD4 FP inh | PAFAH1B2 inh | GSTO1 counter | LYPLA2 inh | PAFAH2 inh | PAFAH1B3 FP inh | pPAFAH inh | LYPLA1 inh | PREPL inhibitor
Cc1cc(C)cc(C(=O)NC(CC(N)=O)c2ccc(N3CCC(N4CCCCC4)CC3)c([N+](=O)[O-])c2)c1 (centres undefined) | -1 | -2 | -10 | -3 | 1 | 3 | -5 | 2 | 4
CCC(c1nnnn1Cc1ccco1)N(CCc1ccccc1)Cc1cc2cc(C)ccc2[nH]c1=O (centres undefined) | -7 | 10 | -8 | -10 | 2 | -1 | 14 | -5 | -1
COc1ccc(NC(=O)C2CCCN(S(=O)(=O)c3cccc4cccnc34)C2)c(OC)c1 (centres undefined) | -4 | 5 | 2 | 4 | 0 | 5 | -2 | 2 | 11
COc1cccc(/C=N/NC(=O)c2nc(-c3ccccc3)cc(-c3ccccc3)n2)c1 | -2 | -16 | 1 | -10 | -36 | -17 | 0 | -11 | -14
COc1ccc(C(=O)Nc2sc(C)c(C)c2CN2CCOCC2)cc1 | -2 | 2 | 11 | -7 | 6 | 1 | 0 | 1 | 4
COc1ccc(-n2c(C)c(C)c3c(NCCCN(C)C)ncnc32)cc1 | -2 | 0 | -4 | -2 | 4 | -2 | 0 | 0 | 11
O=C(O)CCCNC(=O)c1cccc(C(=O)NCCCC(=O)O)n1 | 3 | -2 | 2 | -2 | 0 | 1 | 2 | -1 | -5
O=C(Nc1ccccc1N1CCOCC1)c1cccc([N+](=O)[O-])c1 | -4 | 3 | -2 | -2 | 5 | 4 | 1 | 0 | 4
Cc1c(Cl)c(C(=O)NNC(=S)Nc2ccccc2)nn1C | 6 | 2 | 11 | 0 | 5 | 9 | 3 | -1 | 2
CC1CN(CC(O)COCc2ccc3c(c2)OCO3)CC(C)O1 (centres undefined) | 4 | -4 | -1 | -3 | -3 | 7 | 2 | -1 | 0
CCOC(=O)C1CCN(Cc2cn[nH]c2-c2ccccc2)CC1 | 0 | 1 | 1 | 2 | 2 | 7 | 1 | -1 | 17
COCCNC(=O)/C(C#N)=C/C(C)=C/c1ccccc1 | -3 | -9 | 2 | -3 | -4 | 17 | 1 | 0 | 2
CCOC(=O)C(=O)N=Nc1c(O)[nH]c2ccccc12 | -3 | 0 | 2 | -1 | -5 | 5 | 4 | 1 | 3

(continued)
SMILES | PAD4 FP inh | PAFAH1B2 inh | GSTO1 counter | LYPLA2 inh | PAFAH2 inh | PAFAH1B3 FP inh | pPAFAH inh | LYPLA1 inh | PREPL inhibitor
N#Cc1ccc(N2CCOCC2)nc1 | 4 | 3 | -4 | 1 | 0 | 11 | 0 | -1 | -5
CSc1nc(Oc2cccc(C(F)(F)F)c2)cc(C(F)(F)F)n1 | 1 | 1 | -3 | 4 | 4 | 9 | 3 | 0 | -2
O=C(O)Cn1ncc2ccccc2c1=O | 1 | 4 | -6 | 3 | 6 | 9 | -6 | 4 | 12
COc1oc(-c2ccccc2)nc1C(F)(F)F | 3 | 0 | 0 | -5 | 0 | -5 | 1 | -2 | 4
CCOc1ccccc1CN1CCCC(C(=O)c2ccc(OC)c(OC)c2)C1 (centres undefined) | -2 | -1 | 4 | 1 | 3 | 14 | 5 | 1 | 9
O=C(CSc1nc2ccncc2[nH]1)Nc1ccccc1C(F)(F)F | 6 | -2 | 13 | 6 | -1 | 3 | 1 | 1 | 11
CC(OC(=O)/C=C/c1ccccc1)C(=O)NC1CCCCC1C (centres undefined) | 1 | 1 | · | 0 | 1 | 12 | 2 | -4 | -8
O=C(NNS(=O)(=O)c1ccc(F)cc1)c1ccc(O)cc1 | -1 | 5 | 2 | -3 | -4 | 6 | 2 | 0 | -1
C/C=C(\C)CN1CCC(n2nccc2NC(=O)CCOc2ccccc2)CC1 | -1 | -6 | 3 | 3 | -1 | 1 | -3 | 5 | 18
CCCC(=O)N1CC2(C)CN(C(=O)CCC)CC(CCC)(C1)C2=O | -4 | 1 | 4 | 5 | 4 | 6 | -2 | -1 | -5
COc1cccc(NC(=O)N2CCCC2C(=O)NCc2ccco2)c1 (centres undefined) | 1 | 0 | 5 | -12 | 13 | -10 | -3 | -2 | 4
Cc1ccc(-c2nnc(SCC(=O)N/N=C/c3cccs3)n2-c2ccc(C)cc2)cc1 | 3 | 2 | -12 | -19 | -2 | 1 | 4 | -6 | -1
CCCCSc1c(C)c2cc3c(cc2[nH]c1=O)OCO3 | -3 | 7 | -7 | 3 | 8 | 6 | 0 | -2 | -9
CCC(C)CCCCCCCCCCC(=O)O (centres undefined) | -1 | 48* | 14 | 5 | 9 | 14 | 7 | -4 | 12
Cc1nnc(NC(=O)CSc2nnc(C)n2Cc2ccccc2)s1 | -2 | 8 | -1 | 6 | -6 | 9 | 2 | 5 | 5
CCCCCOc1ccc(C(=O)NCC(=O)NCC(=O)OCC)cc1 | 2 | 7 | 3 | -2 | 0 | 11 | 7 | 2 | 1
Cc1cc(NC(=O)CSc2nccn2-c2ccc(F)cc2)no1 | -3 | 6 | 2 | 0 | -4 | 2 | 2 | -2 | -3
Cc1ccc(CNC(=O)CN2CCN(c3ccc(F)cc3)CC2)cc1 | -6 | 7 | 0 | -1 | -3 | 3 | -3 | 1 | -54
CC1CCN(C(=O)COC(=O)C(C)N2C(=O)c3ccccc3C2=O)CC1 (centres undefined) | -3 | 4 | · | 2 | 4 | 0 | 0 | -3 | 12
COc1cccc(CNCC2CCCO2)c1 (centres undefined) | 0 | -3 | 1 | 4 | 13 | 8 | 0 | 0 | -5
C#CC[N+]1(CC#Cc2ccccc2)CCCC1 | 5 | 2 | 10 | 4 | 1 | 5 | 8 | -1 | 2
O=C(OCC(=O)N1CCCc2ccccc21)c1ccccc1NCCO | -3 | 7 | 9 | 14 | 2 | 12 | -3 | 0 | 1
O=C(CN(Cc1ccco1)C(=O)Cn1nnc(-c2cccs2)n1)NCC1CCCO1 (centres undefined) | -4 | 2 | 3 | 1 | 10 | 12 | 4 | 1 | 1
COc1cccc(/C=C/C(=O)OCC(=O)NCC2CCCO2)c1OC (centres undefined) | -2 | 1 | 5 | 8 | 51* | 3 | 5 | -4 | -1
Cn1c(=O)[nH]c(=O)c2c1nc1n2CCCS1 | 3 | -6 | -1 | 9 | 4 | 3 | 1 | -1 | 11
Oc1oc(-c2ccccc2)nc1/C=N/c1ccccn1 | -2 | -1 | 2 | -4 | 12 | 11 | -4 | -1 | 9
